# Assay outcomes (PubChem BioAssay)
# POLH inh: inhibitors of human DNA polymerase eta; Q9Y253; recombinant Pol eta, fluorescent DNA replication assay; Potency, µM (highest dose often 114 µM), for the others: at the highest dose activity change, negative = inhibition, actives largely listed as inhibitors; 390,000 tested, 1.2% active; AID 588591; also: % is scaled to controls: 0 for no effect and ±100 for the full control effect
# Target sequence (Q9Y253 whole entry, looked up): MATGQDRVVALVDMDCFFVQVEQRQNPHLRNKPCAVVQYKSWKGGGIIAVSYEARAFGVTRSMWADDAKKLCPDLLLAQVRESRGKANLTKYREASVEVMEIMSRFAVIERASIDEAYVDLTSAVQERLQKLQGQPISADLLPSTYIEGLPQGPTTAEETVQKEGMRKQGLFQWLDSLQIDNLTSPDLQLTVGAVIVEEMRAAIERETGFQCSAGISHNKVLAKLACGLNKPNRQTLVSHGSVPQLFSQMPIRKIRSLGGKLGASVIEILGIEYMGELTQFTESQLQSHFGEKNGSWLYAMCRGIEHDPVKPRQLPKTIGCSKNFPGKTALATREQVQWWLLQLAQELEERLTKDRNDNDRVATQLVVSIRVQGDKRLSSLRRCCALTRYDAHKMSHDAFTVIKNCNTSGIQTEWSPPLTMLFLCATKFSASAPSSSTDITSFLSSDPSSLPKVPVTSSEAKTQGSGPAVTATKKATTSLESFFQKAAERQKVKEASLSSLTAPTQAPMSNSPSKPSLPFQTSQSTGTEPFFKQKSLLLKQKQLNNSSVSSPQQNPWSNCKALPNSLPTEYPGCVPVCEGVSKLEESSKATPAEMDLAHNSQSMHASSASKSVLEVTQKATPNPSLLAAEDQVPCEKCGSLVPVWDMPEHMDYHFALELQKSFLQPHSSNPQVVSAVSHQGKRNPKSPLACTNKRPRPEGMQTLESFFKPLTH
#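 Pol eta at 10 nM preincubated with compounds 15 min at room temperature; reaction started with fluorescent substrate (50 nM final) and read kinetically at 0 and 10 min.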
# APEX1 inh: inhibitors of human APE1 endonuclease. P27695. recombinant APE1, TAMRA/BHQ-2 abasic DNA cleavage fluorescence. Potency, µM (doses to about 65.8 µM), for inactives: at the top dose activity change, negative = inhibition, actives largely listed as inhibitors. 350,000 tested, 0.35% active. AID 2517;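 also: plate controls were vehicle for no effect and reference inhibitor for full effect; nearly all actives have a fitted effect of over 55% in size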
# Target sequence (P27695 whole entry, looked up): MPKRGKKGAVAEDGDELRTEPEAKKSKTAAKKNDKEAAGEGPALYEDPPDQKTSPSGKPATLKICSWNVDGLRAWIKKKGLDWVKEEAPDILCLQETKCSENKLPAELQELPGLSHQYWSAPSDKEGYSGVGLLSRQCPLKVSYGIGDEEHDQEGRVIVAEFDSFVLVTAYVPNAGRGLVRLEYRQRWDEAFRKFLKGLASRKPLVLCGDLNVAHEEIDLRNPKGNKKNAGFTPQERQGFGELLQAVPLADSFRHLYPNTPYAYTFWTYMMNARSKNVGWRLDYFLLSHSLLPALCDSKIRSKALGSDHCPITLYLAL
#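 Endonuclease cleavage of a quenched abasic-site DNA duplex (50 nM) by APE1 (0.75 nM) was tracked by TAMRA dequenching. Compounds were preincubated with enzyme 15 min at room temperature; data normalized to buffer-only and DMSO wells plus NSC13755 control.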
# JMJD2A Tudor inh: inhibitors of human JMJD2A Tudor domain. O75164. AlphaScreen JMJD2A-Tudor / H3K4me3 peptide binding. Potency, µM (top dose mostly 114 µM), for inactives: at the highest dose activity change, negative = inhibition, usual class: inhibitors. 390,000 tested, 4.4% active. AID 504339; also: % is scaled to controls: 0 for no effect and ±100 for the full control effect; nearly all actives have a fitted effect of over 50% in size
# Pol iota inh: blocks human DNA polymerase iota activity; Potency, µM (series often up to 115 µM), for the others: top-dose activity, negative = inhibition, hits mostly inhibitors; 390,000 tested, 1% active; AID 588590; Q9UNA4; Pol iota fluorescent replication assay, 10 min
#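 Fluorescent replication assay read twice, at 0 min and 10 min after adding 50 nM (final) substrate. Enzyme (10 nM) and compounds were first incubated 15 min at room temperature; enzyme-free buffer wells were negative controls.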
# BLM inh: blocks DNA unwinding by human BLM helicase | P54132 | recombinant BLM DNA unwinding, fluorescence dequenching | Potency, µM (doses to about 56.1 µM), without a hit: at the top dose activity change, negative = inhibition, hits mostly inhibitors | 350,000 tested, 0.2% active | AID 2528;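 also: plate controls were vehicle for no effect and no enzyme for full effect; nearly all actives have a fitted effect of over 35% in size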
# Pol kappa inh: blocks human DNA polymerase kappa activity; Q9UBT6; purified Pol kappa, fluorescent DNA synthesis assay, 10 min; Potency, µM (titrated, usually from 107 µM), without a hit: at the highest dose activity, negative = inhibition, actives largely listed as inhibitors; 400,000 tested, 0.53% active; AID 588579; also: % is scaled to controls: 0 for no effect and ±100 for the full control effect
#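 Inhibition of 10 nM Pol kappa is measured by a fluorescent read-out at 0 and 10 min following addition of 50 nM substrate (final), with a 15-min room-temperature compound preincubation.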
# G9a inh: inhibitors of human histone lysine methyltransferase G9a | Potency, µM (series often up to 102 µM), for inactives: top-dose activity, negative = inhibition, hits mostly inhibitors | 350,000 tested, 8.8% active | G9a H3K9 monomethylation, AlphaScreen, 2 h; also: % is scaled to controls: 0 for no effect and ±100 for the full control effect; nearly all actives have a fitted effect of over 75% in size
#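 G9a (20 nM) was preincubated 15 min with compound, then reacted 2 h at room temperature with 500 nM biotin-H3K9 peptide and 20 µM SAM. Monomethyl-H3K9 detected by AlphaScreen using anti-H3K9me1 antibody.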
# POLB inh: inhibitors of human DNA polymerase beta. P06746. Pol beta primer extension/strand displacement, fluorescence kinetic. Potency, µM (top dose mostly 114 µM), without a hit: at the highest dose activity change, negative = inhibition, hits mostly inhibitors. 340,000 tested, 1.3% active. AID 485314; also: % is scaled to controls: 0 for no effect and ±100 for the full control effect
#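 Pol beta (10 nM) was preincubated with compound for 15 min at room temperature. The reaction was then started with 50 nM substrate and read immediately and after a further 10 min at room temperature.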
# BAZ2B block: inhibitors of human BAZ2B bromodomain. Q9UIF8. AlphaScreen BAZ2B-H3K14Ac peptide displacement. Potency, µM (titrated, usually from 114 µM), for the others: at the highest dose activity change, negative = inhibition, usual class: inhibitors. 360,000 tested, 4.4% active. AID 504333; also: % is scaled to controls: 0 for no effect and ±100 for the full control effect; nearly all actives have a fitted effect of over 60% in size
#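 Inhibition is scored as reduced AlphaScreen emission. The BAZ2B/b-H3(5-23)K14Ac complex (50 nM each) in PBS pH 7.4, 0.01% Tween-20 meets compound (up to 110 uM) for 30 min at RT before bead addition.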
# * = called active by the depositor; ? = inconclusive; · = no result given; & = joins results of further samples; [ ] = remark or other dose. Calls follow the shape of the dose curve; as a rule, active = well fitted curve in the direction sought with a large enough effect; inconclusive = small, poorly fitted or top-dose-only effect, or another doubt; inactive = no such curve, though single readings can be large; an effect the other way counts as inactive or inconclusive. Potency is read from the fitted curve at half-maximal effect. The list is partial; rates above refer to the full screens.
SMILES,POLH inh,APEX1 inh,JMJD2A Tudor inh,Pol iota inh,BLM inh,Pol kappa inh,G9a inh,POLB inh,BAZ2B block
Cc1[nH]c2ccc(C(=O)NCCCN(C)C3CCCCC3)cc2c1C,-13%,15%,?,2%,5%,-6%,?,-19%,-23%[57.1 µM]
O=C(NCCCN1CCCC1=O)c1cc(S(=O)(=O)N2CCN(c3ccccc3)CC2)ccc1Cl,-6%,·,-17%,11%,·,1%,·,·,·
COc1ccccc1OCCCCCc1c(C)n[nH]c1C,-12%,-2%,-27%,?,-1%,-11%,?,12%,-34%
CCOCCCNC(=O)C(c1ccc(OC)cc1)N(Cc1ccc2c(c1)OCO2)C(=O)c1ccccn1 (stereo unspecified),-5%,-8%,-24%,185%[activator],0%,-15%,-6%,3%,-11%
Cc1cc(C(=O)OCC(=O)Nc2nc(-c3ccccc3)cs2)c(C)o1,-8%,6%,-8%,-4%,-5%,-2%,-35%[59 µM],3%,-35%
O=C1CC(=O)Nc2cc(S(=O)(=O)N3CCOc4ccccc43)ccc2N1,0%&-12%,9%,-4%&8%,1%&0%,1%&4%,-3%,9%[59 µM],0%&27%,-38%&2%
COc1ccc(N2CCN(CC(O)COc3ccc([N+](=O)[O-])cc3)CC2)cc1 (stereo unspecified),-1%,17%,?,-15%,-1%,-6%,?,47%,-36%
Cc1ccc(C(=O)NC2(C(F)(F)F)C(=O)Nc3c2c(=O)[nH]c(=O)n3CCc2ccccc2)cc1 (stereo unspecified),5%,·,-10%,-17%,-1%,-7%,-7%[59 µM],0%,-10%
CCOc1cc(/C=N/Nc2nnc(C)n2N)ccc1O,-5%,77%[activator],-15%,8.9µM*,-1%,-18%,25µM*,-24%,?
CC1CN(C(=O)COC(=O)c2nn(-c3ccccc3)c(=O)c3ccccc23)CC(C)O1 (stereo unspecified),2%,5%,3%,-10%,-9%,-2%,5%,?,-4%
CC1CCN(S(=O)(=O)c2cn(CC(=O)Nc3ccc(F)c(Cl)c3)c(=O)c3ccccc23)CC1,-25%,·,-18%,18%,-13%,-23%,-10%[59 µM],0%,-8%
CN(C)C(CNC(=S)Nc1ccccc1Cl)c1cccnc1 (stereo unspecified),10%,12%,-9%,38%[activator],-2%,1%,6%,26%,6%
CCOC(=O)C1CCCC12Nc1cccc3cccc(c13)N2 (stereo unspecified),-30%,·,?,?,·,5%,·,·,·
CCOc1cc(C(=O)OCC(=O)Nc2cc(C)on2)ccc1OCC(C)C,-16%,13%,-9%,48%[activator],-11%,-4%,-10%[59 µM],10%,-4%
COc1ccccc1N1CCN(C(=O)Nc2cccc(C)c2)CC1,-14%,12%,0%,18%,-3%,-9%,-3%[59 µM],16%,·
CCCC(=O)C1=C(O)C(C(=O)OC)C(C)(C)CC1=Nc1ccccc1 (stereo unspecified),-13%,1%,-13%,-1%,-1%,-20%,21%[59 µM],4%,-3%
Cc1cc(C)n(CC(C)Nc2nc3nonc3nc2N2CCCCC2)n1 (stereo unspecified),-21%,-7%,-22%,69%[activator],-2%,0%,-5%,-1%,1%
CSc1ccccc1NC(=O)CN(C)C(=O)c1c(C)nn(Cc2ccccc2)c1C,-16%,2%,-12%,15%,·,-6%,-6%[12.7 µM],·,-4%
CNC(=S)N(Cc1ccc2c(c1)OCO2)C1CC(=O)N(c2ccccc2)C1=O (stereo unspecified),-11%,4%,-20%,21%,4%,-8%[60.1 µM],1%,1%,1%
COc1cc2[nH]c(=O)n(CCCC(=O)NCc3ccccc3)c(=O)c2cc1OC,-10%,·,-9%,-17%,0%,-7%,-28%[59 µM],35%,-3%
COc1ccc(C2c3c(n(C)c4ccccc34)C(=O)N2CC(=O)Nc2cccc(F)c2)cc1 (stereo unspecified),-22%,·,-18%,5%,-12%,0%,-5%[59 µM],0%,?
C#CCOc1coc(COC(=O)c2ccccc2)cc1=O,-24%,23%,-12%,31%[activator],-7%,-2%,2%,-3%,-11%
O=C(NCCOC(=O)C1COc2ccccc2O1)c1cccnc1 (stereo unspecified),0%,0%,40µM*,-11%,1%,-11%,50µM*,15%,?
CC(C)CNC(=O)c1ccc(NC(=O)c2ccccc2[N+](=O)[O-])cc1,-12%,-1%,-1%,16%,0%,-9%,-8%[59 µM],21%,9%
COc1cccc(C(=O)NCCS(=O)(=O)NCC2CCCO2)c1 (stereo unspecified),-2%,13%,?,0%,·,-2%,?,·,-4%
COc1ccc(OC)c(CNc2nc3ccccc3n2CCN2CCCCC2)c1,-11%,9%,?,13%,0%,-13%,?,0%,-39%
FC(F)(F)c1cccc(N2CCN(c3nnnn3-c3ccccc3)CC2)c1,-23%,-2%,-3%,10%,-8%,-25%,27%[12.7 µM],4%,2%
CCOC(=O)COc1cc(=O)n(CC)c2ccccc12,-1%,1%,1%,-34%,3%,-13%,?,-1%,8%
COC(=O)c1sccc1NC(=O)C1CC(C)=C(C)CC1C(=O)O (stereo unspecified),1%,-2%,-6%,19%,-1%,-6%,·,10%,1%
COc1ccc(Cn2c(=O)c3ccccc3n3c(-c4ccc(C)cc4)nnc23)cc1,-13%,·,-11%,25%,-4%,7%,-34%[59 µM],30%,-8%
COC(=O)c1cc(-c2ccc(Cl)cc2Cl)n[nH]1,-16%,0%,-3%,-1%,-2%,-2%,6%,1%,-10%
Cc1sc2ncn(CC(=O)OC(C)C(=O)NC(C)(C)C)c(=O)c2c1C (stereo unspecified),5%,-9%,4%,8%,-6%,-5%,?,15%,1%
CN(Cc1ccccn1)C(=O)C1CCC(=O)N(Cc2cccc(C(F)(F)F)c2)C1 (stereo unspecified),0%,6%,-12%,-10%,-1%,3%,13%,40%,-9%
COCc1cc(C)nc2sc3c(c12)NC(c1ccc(O)cc1)N(c1ccc(OC)cc1)C3=O (stereo unspecified),-18%,·,-14%,-18%,-5%,-15%,28%[59 µM],1%,0%
Cc1c(-c2nc(-c3ccc4c(c3)OCO4)no2)nnn1-c1ccc(C(C)C)cc1,-14%,·,4%,22%,0%,-14%,-4%[59 µM],-25%,-1%
COc1ccccc1NC(=O)N1CCN(c2ncccn2)CC1,-11%,0%,3%,-5%,0%,-3%,27%[12.7 µM],-1%,1%
Cc1nc(C)c(Cc2ccccc2Cl)c(=O)[nH]1,-19%,0%,4%,12%,2%,-5%,16%[59 µM],46%,9%
COc1ccc(S(=O)(=O)N2CCN(Cc3nc4ccc(C)cc4o3)CC2)cc1Cl,-14%,·,-14%,-11%,-19%,-11%[60.1 µM],-11%[59 µM],-4%,-30%
CCCC1C(=O)N(c2ccccc2)C1c1ccccc1 (stereo unspecified),-9%,1%,1%,1%,-8%,-9%,146%[activator],-1%,48%[activator][57.1 µM]
C=CCN(C(=O)c1csnn1)C(C(=O)NCc1ccc(F)cc1)c1ccccc1 (stereo unspecified),-3%,-10%,-15%,45%[activator],-8%,-2%,0%,6%,-11%
N/C(=N\OC(=O)c1cnn(-c2ccccc2)c1C(F)(F)F)c1ccc(C(F)(F)F)cc1,-11%,-2%,-6%,125%[activator],-7%,-13%,·,-11%,11%
O=C(NCCCN1CCOCC1)c1cccc(S(=O)(=O)N2CCc3ccccc3C2)c1,-10%,7%,-21%,-11%,-1%,1%,-49%,-3%,?
CCS(=O)(=O)c1nc(S(=O)(=O)c2ccc(C)cc2)c(NCCCN2CCOCC2)s1,-10%,69%[activator],-10%,28%,1%,2%,16%,2%,-14%
Cc1ccccc1CNC(=O)CSc1nnc(C)c2c(C)n(-c3ccccc3)nc12,-14%,·,0%,-10%,-1%,-8%,-27%[59 µM],5%,-3%
Oc1ccccc1-c1nc(NCc2cccnc2)c2ccccc2n1,-14%,-5%,-14%[11.4 µM],?,-4%,-16%,24%,-14%,-21%
O=C(c1ccc(N2CCN(S(=O)(=O)c3ccccc3)CC2)c([N+](=O)[O-])c1)N1CCOCC1,-16%,2%,-9%,12%,-1%,3%,23%[59 µM],2%,-35%
CCCCCc1nnc(NC(=O)C2COc3ccccc3O2)s1 (stereo unspecified),-16%,0%,-13%,63%[activator],0%,7%,-39%,-22%,-36%
O=C(CSc1ncnc2nc[nH]c12)c1ccccc1,6%,4%,-33%,5%,1%,-5%,?,2%,?
COc1ccccc1CN(C)C(=O)c1cc2ccccc2o1,-20%,1%,24%,-14%,-2%,-3%,6%,1%,13%
COc1ccc(C(=O)N2CC=C(c3ccccc3)CC2)cc1S(=O)(=O)N1CCOCC1,1%,-1%,-4%,4%,2%,4%,?,?,-3%
COc1ccccc1NC(=S)NCCN1CCOCC1,3%,2%,12%,3%,-3%,9%,-2%[59 µM],31%,-2%
CCC(CC)C(=O)Nc1cc(-c2cccc(C)c2)nn1-c1ccccc1,-18%,·,-6%,-4%,-8%,-15%[60.1 µM],12%[59 µM],-2%,14%
COc1ccc(-c2sc3ccc(N4CCOCC4)cc3c2C#CC2(O)CCCCC2)cc1,-15%,2%,?,4%,·,-1%,·,·,·
O=C(Nc1c(-c2ccccc2)nc2ccccn12)c1ccco1,-7%,-1%,12%,5%,2%,-2%,9%[59 µM],-9%,6%

# Fetched by structure from the list above (five):
SMILES,POLH inh,APEX1 inh,JMJD2A Tudor inh,Pol iota inh,BLM inh,Pol kappa inh,G9a inh,POLB inh,BAZ2B block
COc1ccccc1NC(=S)NCCN1CCOCC1,3%,2%,12%,3%,-3%,9%,-2%[59 µM],31%,-2%
O=C(NCCCN1CCCC1=O)c1cc(S(=O)(=O)N2CCN(c3ccccc3)CC2)ccc1Cl,-6%,·,-17%,11%,·,1%,·,·,·
C=CCN(C(=O)c1csnn1)C(C(=O)NCc1ccc(F)cc1)c1ccccc1 (stereo unspecified),-3%,-10%,-15%,45%[activator],-8%,-2%,0%,6%,-11%
CC(C)CNC(=O)c1ccc(NC(=O)c2ccccc2[N+](=O)[O-])cc1,-12%,-1%,-1%,16%,0%,-9%,-8%[59 µM],21%,9%
CCOc1cc(C(=O)OCC(=O)Nc2cc(C)on2)ccc1OCC(C)C,-16%,13%,-9%,48%[activator],-11%,-4%,-10%[59 µM],10%,-4%
